Screening data deposited in PubChem BioAssay by University of Kansas High Throughput Screening Laboratory.
Pf apPOL inh – Pf-apPOL inhibitors, biochemical, fluorescence; inhibition, % at 10 µM; AID 1794808, 2022; Plasmodium falciparum apicoplast DNA polymerase (apPOL); Recombinant Pf-apPOL, molecular beacon fluorescence, 1.5 h; 0.25% of 210,000 active
mHTT CaM bind – mutant huntingtin-calmodulin interaction inhibitors – biochemical, AlphaScreen, primary screen; 3.6% of 190,000 active; inhibition, % at 15 µM; AlphaScreen His-mHTT/GST-CaM binding, luminescence;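 also: 0% = both proteins with DMSO and 100% = one protein alone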
Target sequence (P42858 whole entry, looked up, stated change not applied): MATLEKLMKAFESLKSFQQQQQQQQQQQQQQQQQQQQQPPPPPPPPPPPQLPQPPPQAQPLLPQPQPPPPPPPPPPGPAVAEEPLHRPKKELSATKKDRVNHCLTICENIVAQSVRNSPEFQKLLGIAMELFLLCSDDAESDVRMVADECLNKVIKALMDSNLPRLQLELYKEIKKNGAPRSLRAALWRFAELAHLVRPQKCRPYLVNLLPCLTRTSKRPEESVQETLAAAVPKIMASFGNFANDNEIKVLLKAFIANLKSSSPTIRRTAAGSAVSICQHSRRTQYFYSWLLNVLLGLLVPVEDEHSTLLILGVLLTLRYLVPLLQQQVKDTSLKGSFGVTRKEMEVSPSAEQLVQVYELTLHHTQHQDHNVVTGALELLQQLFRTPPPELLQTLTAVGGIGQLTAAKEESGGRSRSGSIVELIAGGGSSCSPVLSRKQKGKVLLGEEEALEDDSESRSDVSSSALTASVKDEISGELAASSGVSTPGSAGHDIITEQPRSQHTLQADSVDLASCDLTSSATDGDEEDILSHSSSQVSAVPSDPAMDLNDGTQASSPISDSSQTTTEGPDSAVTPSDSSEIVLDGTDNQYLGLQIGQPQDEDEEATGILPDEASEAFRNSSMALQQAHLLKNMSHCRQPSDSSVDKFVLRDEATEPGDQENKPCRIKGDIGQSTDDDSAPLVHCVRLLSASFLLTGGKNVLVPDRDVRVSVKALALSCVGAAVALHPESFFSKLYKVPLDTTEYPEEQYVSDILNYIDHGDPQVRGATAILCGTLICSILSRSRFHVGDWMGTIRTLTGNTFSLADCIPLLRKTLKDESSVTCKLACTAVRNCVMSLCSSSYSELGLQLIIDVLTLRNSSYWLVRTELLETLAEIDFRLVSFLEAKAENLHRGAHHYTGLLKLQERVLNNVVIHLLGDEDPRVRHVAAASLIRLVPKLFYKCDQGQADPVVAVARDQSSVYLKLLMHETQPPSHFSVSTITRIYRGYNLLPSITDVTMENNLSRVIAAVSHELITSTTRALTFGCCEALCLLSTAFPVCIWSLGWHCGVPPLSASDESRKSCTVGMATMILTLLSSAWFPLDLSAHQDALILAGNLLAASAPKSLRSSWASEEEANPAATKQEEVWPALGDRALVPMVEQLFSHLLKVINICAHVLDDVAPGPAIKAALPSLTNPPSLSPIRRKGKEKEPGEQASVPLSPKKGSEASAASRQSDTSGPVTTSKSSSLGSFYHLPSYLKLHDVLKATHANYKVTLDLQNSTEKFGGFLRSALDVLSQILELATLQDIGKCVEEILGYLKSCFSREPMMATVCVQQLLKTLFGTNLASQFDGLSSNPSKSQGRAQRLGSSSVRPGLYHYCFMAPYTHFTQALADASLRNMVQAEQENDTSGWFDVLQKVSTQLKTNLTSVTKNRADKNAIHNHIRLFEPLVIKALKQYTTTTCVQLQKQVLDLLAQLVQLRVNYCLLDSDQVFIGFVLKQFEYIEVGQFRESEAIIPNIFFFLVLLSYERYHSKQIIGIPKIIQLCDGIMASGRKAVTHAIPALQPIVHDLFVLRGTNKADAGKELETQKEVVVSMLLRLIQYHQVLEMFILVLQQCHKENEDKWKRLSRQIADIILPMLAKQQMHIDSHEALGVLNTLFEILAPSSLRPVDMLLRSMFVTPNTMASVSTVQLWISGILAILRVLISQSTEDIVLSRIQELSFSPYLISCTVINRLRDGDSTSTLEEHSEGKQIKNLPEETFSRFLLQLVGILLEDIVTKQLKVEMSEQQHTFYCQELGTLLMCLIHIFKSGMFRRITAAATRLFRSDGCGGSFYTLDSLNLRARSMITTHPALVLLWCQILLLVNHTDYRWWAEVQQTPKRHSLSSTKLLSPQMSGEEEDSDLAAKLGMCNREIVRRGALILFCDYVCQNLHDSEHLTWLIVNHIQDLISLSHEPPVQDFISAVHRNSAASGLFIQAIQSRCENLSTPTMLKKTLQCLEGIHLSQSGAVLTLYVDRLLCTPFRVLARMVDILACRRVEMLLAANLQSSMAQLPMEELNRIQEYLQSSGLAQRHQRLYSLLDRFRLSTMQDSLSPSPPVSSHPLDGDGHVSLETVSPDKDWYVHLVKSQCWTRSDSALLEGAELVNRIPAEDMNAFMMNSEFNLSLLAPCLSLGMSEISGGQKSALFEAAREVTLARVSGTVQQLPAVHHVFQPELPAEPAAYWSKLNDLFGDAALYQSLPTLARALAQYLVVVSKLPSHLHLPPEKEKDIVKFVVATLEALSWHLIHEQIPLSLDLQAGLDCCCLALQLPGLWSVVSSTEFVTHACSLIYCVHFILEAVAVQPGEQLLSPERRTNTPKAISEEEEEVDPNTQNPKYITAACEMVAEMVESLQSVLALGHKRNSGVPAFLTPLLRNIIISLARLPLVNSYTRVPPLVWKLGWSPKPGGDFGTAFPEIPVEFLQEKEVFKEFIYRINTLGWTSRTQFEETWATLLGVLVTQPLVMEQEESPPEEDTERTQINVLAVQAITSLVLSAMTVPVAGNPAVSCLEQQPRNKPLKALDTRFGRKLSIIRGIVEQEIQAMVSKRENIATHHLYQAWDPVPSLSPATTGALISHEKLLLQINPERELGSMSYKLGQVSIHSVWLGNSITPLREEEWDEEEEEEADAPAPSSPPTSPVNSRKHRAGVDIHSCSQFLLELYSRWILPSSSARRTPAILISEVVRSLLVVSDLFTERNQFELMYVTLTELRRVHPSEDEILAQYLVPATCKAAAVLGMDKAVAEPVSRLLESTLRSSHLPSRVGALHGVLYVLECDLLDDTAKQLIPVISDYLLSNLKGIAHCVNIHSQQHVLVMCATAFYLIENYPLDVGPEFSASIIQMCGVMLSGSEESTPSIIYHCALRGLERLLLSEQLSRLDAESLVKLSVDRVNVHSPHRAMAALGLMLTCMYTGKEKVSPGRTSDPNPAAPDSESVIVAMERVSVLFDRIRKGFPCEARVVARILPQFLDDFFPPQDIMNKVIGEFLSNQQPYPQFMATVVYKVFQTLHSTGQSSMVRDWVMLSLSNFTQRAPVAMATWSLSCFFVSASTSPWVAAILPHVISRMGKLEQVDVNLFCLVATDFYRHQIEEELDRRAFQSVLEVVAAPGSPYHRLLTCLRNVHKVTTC
An asterisk follows results filed as active; nt = no result given; & = joins results of further samples. Rule as the data show it: active = inhibition above about 50%; inactive = the rest.

Molecule	Pf apPOL inh	mHTT CaM bind
Cc1nc(SCc2nc(-c3cccc(C(F)(F)F)c3)no2)[nH]c(=O)c1C	-7	3
COc1ccc(Nc2c(C(=O)N3CCCCCC3)cnc3nc(C)ccc23)c(C)c1	3	1
NS(=O)(=O)c1ccc(CCNC2CC(=O)N(c3ccc(Br)cc3)C2=O)cc1 (centres undefined)	-5	0
O=c1c(-c2ccc(O)cc2)coc2cc(O)cc(O)c12	-2	nt
C(=C\Sc1ccccn1)/Sc1ccccn1	2	-14
COc1cccc(C2=NOC(C(=O)N3CCOCC3)C2)c1OC (centres undefined)	-2	-6
CC(=O)N1CCc2sc(C(=O)NCc3cccs3)cc2C1	-4	7
CC(C)Sc1ccc(CC(=O)N2CC(c3nc(-c4ncccn4)no3)C2)cc1	-12	2
O=c1c(S(=O)(=O)N2CCCCCC2)cccn1Cc1ccccc1	-4	-5
COc1ccc(NC(=O)Cc2nnc(NC(=O)Nc3ccc(F)cc3)s2)cc1	-5	3
Fc1cccc(Cl)c1Cc1nc(Cc2ccccc2Cl)no1	1	-99
O=C(Nc1ccc(Cl)cc1F)c1cc(S(=O)(=O)N2CCC(C(=O)O)CC2)ccc1F	-3	12
Cn1cc(-c2ccncc2)cc1C(=O)NCc1cccc(Br)c1	-6	27
COCCNC(=O)N1CC(c2nc(-c3cccc(C(F)(F)F)c3)no2)C1	-4	-6
Cc1cccc(NC(=O)C(=O)Nc2nc3ccccc3s2)c1	-14	2
COC(=O)Nc1ccc(S(=O)(=O)C(F)(F)F)cc1	-11	nt
Cc1ccc(/C=C2\N=C(c3cccc(Cl)c3)OC2=O)o1	-11	4
CN(C)Cc1c(O)ccc2c1OC(=Cc1ccc3c(c1)OCO3)C2=O	-6	8
CC(C)c1cccc(C(C)C)c1NC(=O)c1cncc(Br)c1	-1&1	1&-3
CSCC(C)(O)CNC(=O)c1cc2ccccc2oc1=O (centres undefined)	0	1
O=C(Nc1c2c(nn1-c1ccc(F)cc1)CS(=O)C2)c1cccc(F)c1 (centres undefined)	-2	-1
O=C(C1=Cc2cc(Br)ccc2OC=C1)N1CCOCC1	-19	4
Cc1nc2ccccc2n2nnnc12	6	0
O=[N+]([O-])c1ccccc1CN1CCC(N2CCCCC2)CC1	-6	-3
CCCc1cc(C2CCCN2C(=O)c2cc(C)on2)no1 (centres undefined)	5	5
CC(=O)c1ccc(NC(=O)c2ccc(N(Cc3ccc(Cl)cc3)S(C)(=O)=O)cc2)cc1	3	3
CC1CC(C)CN(C(=O)c2ccc(C#N)cc2)C1 (centres undefined)	-1	-18
CCC(=O)Nc1cnc(N2CCCCCC2)nc1	-1	0
CCCC(=O)N1CCCn2nc(-c3cccnc3)cc2C1	-1	-2
CN(C)CCCNC(=O)NC1(C(F)(F)F)Oc2ccc(Cl)cc2O1 (centres undefined)	3	0

(continued)
Molecule	Pf apPOL inh	mHTT CaM bind
COc1ccccc1C1CC(=O)Oc2cc(C)c(Cl)cc21 (centres undefined)	1	5
O=C(CSc1nnc(SCC(=O)Nc2ccc(F)cc2)s1)Nc1ccc(F)cc1	-3	-4
CNC(=O)c1cnn2c(-c3ccccn3)ccnc12	0	-9
CCc1ccccc1NC(=O)c1ccc(F)c(S(=O)(=O)NC2CCCCC2)c1	-2	13
COC(=O)C(C(=O)NCC1CCCO1)C1CCCC1 (centres undefined)	nt	-2
COc1ccc(C(F)(F)F)cc1NC(=O)c1cc(-c2cccs2)[nH]n1	2	-7
O=C(NC(NC1CCS(=O)(=O)C1)C(Cl)(Cl)Cl)c1cccs1 (centres undefined)	5	1
COc1ccc(-c2nc3s/c(=C\c4ccc(SC)cc4)c(=O)n3n2)cc1	6	2
COc1ccc(-c2c3c(nn2-c2ccccc2)CC(C)(C)CC3=O)cc1	-1	-5
Cc1ccc(C(=O)N2CCN(c3nnc4ccc(Cl)cn34)CC2)cc1F	12	36
COCCNS(=O)(=O)c1ccccc1[N+](=O)[O-]	-2	-8
O=C(NCCc1csc(C2CCN(C(=O)c3cccc(Cl)c3)CC2)n1)C1CC1	2	8
COCCC1CCN(C(=O)C(C)c2ccccc2)CC1 (centres undefined)	1	1
O=C(Cc1csc(NC(=O)c2cnccn2)n1)Nc1nc(-c2cccnc2)cs1	55*	100*
CCn1c(SC)nnc1-c1nn(C)c2c1CN(C(=O)c1cccc(F)c1)CC2	-1	-3
CC(=O)NCCNc1ccc([N+](=O)[O-])cn1	-12	0
CCC(C)c1ccc(-c2csc(N)n2)cc1 (centres undefined)	-3	40
COc1ccc(/C=C2\CCC(C3CCCC3)C2=O)c(OC)c1 (centres undefined)	-1	-1
Cc1ccc(C2CCCN2C(=O)c2cc(C(F)(F)F)n(C)n2)cc1 (centres undefined)	5	2
O=C(CC(=O)Nc1cccc(F)c1)Nc1cccc(F)c1	-2	-2
COc1ccc(C2C(C(=O)Nc3ccc(C)cc3C)=C(C)Nc3nnnn32)cc1OC (centres undefined)	3	8
Cc1nnc(C2CCCN(C(=O)c3nc4ccccc4s3)C2)s1 (centres undefined)	-7	-9
O=C(C1CC1)N1CCc2cc(S(=O)(=O)Nc3ccc4c(c3)OCCO4)ccc21	1	11
CCOc1ccc(CCCN=C(N)N)cc1Cl	-5	-2
O=C(Cn1cccc1-c1nnc(-c2ccccc2)o1)NCc1ccccc1	-2	0
CCc1ccc(-c2nc3cc(NC(=O)c4cccc(OC)c4)ccc3o2)cc1	-3	-1
O=C1C(=Cc2ccc(-c3ccc(F)cc3F)o2)C(=O)c2ccccc21	6	8
CCn1c(=O)c(C(=O)NCC2CCCO2)c(O)c2ccccc21 (centres undefined)	-6	15
COc1ccccc1CNC(=O)CCN1C(=O)c2ccncc2C1=O	1	-2
CCCCS(=O)(=O)NC1=NCN(CC(=O)O)CN1	-6	-10

As entered above:
For mHTT CaM bind, COC(=O)C(C(=O)NCC1CCCO1)C1CCCC1 (centres undefined) is entered as -2
For Pf apPOL inh, CCC(C)c1ccc(-c2csc(N)n2)cc1 (centres undefined) is entered as -3

(more compounds)
Molecule	Pf apPOL inh	mHTT CaM bind
CN(C)/C(=C1/c2cc([N+](=O)[O-])ccc2-c2c1cc([N+](=O)[O-])cc2[N+](=O)[O-])N1CCOCC1	-12	57*
O=C(NCc1ccccc1)c1cn(-c2cccc(Cl)c2)nn1	-2	-6
CC(C)NC(=O)c1ccc(OCC2CCCN2C(=O)Cc2ccccc2F)cc1 (centres undefined)	-6	2
O=C1CCCN2N=C(SCC(=O)c3ccc(Cl)cc3)SC2=N1	2	6
CCOC(=O)c1nn(-c2ccccc2)c(=O)cc1NCc1ccccn1	-3	-5
Cc1cc(Cl)ccc1OCC(=O)Nc1cccc([N+](=O)[O-])c1	-19	0
O=C(Nc1ccc(C2(C(=O)N3CCN(c4ccccn4)CC3)CCC2)cc1)C1CC1	5	2
COC(=O)CCCn1cc(CN2CC(N3CCN(C4CCN(C)CC4)CC3)CS2(=O)=O)nn1 (centres undefined)	-5	-5
O=C(C(Cl)Cl)N1CCN(c2nccc(-c3cccs3)n2)CC1	-5	-13
CCOc1cc(CN2CCN(C(=O)c3cc(OC)c(OC)c(OC)c3)CC2)ccc1OC	15	4
CS(=O)(=O)N(Cc1ccccc1)Cc1ccccc1N1CCC(C(=O)O)CC1	4	nt
Cc1nc(NCCNC(=O)c2snnc2C)cc(-n2cccn2)n1	-6	-2
O=C(Cc1ccccc1)Nc1cccc(Br)c1	2	-11
O=C(CNC(=O)c1c[nH]c2ccccc12)NCCC1=CCCCC1	-10	-2
O=C(NCCc1ccccc1)c1ccc(Cl)cc1[N+](=O)[O-]	-4	0
CC(C)CC(=O)Nc1ccc2c(c1)CC(C(=O)NCc1ccc(F)cc1)CO2 (centres undefined)	-3	-3
Cc1sc2ccn(C)c(=O)c2c1C(=O)NC1CCN(Cc2ccccc2)CC1	2	15
CC1C(=O)N(c2cccc(Br)c2)CCN1C(=O)C1CCC1 (centres undefined)	-1	-6
CC(C)(C)OC(=O)NC(Cc1ccccc1)C(=O)NNC(=S)c1ccc2c(c1)OCCO2 (centres undefined)	-130	nt
Cc1ccc(S(=O)(=O)N=C2C=C(NS(=O)(=O)c3ccccc3)C(=O)c3ccccc32)cc1	5	66*
COc1cccc2cc(C(=O)Nc3nccs3)c(=Nc3cccc(Br)c3)oc12	-2	0
O=C(NCC(O)(c1ccccc1)C1CC1)c1cc(=O)c2ccccc2o1 (centres undefined)	-2	0
Cc1nn(C)c(=O)c(N)c1-c1cc(-c2ccc(Cl)c(Cl)c2)n[nH]1	-7	nt
CC12CCC(C(=O)Oc3ccc4ccccc4c3)(CC1=O)C2(C)C (centres undefined)	0	-15
Cc1ccc(S(=O)(=O)c2cc(O)ccc2O)cc1C	-8	4
O=C(NCc1ccco1)C1CN(S(=O)(=O)c2cccs2)CC12CCCCC2 (centres undefined)	3	2
COc1ccc(C2CC(c3ccc(-c4ccccc4)cc3)Nc3ncnn32)cc1 (centres undefined)	-10	39
CCC(C)NC(=O)C(CC(C)C)N1C(=O)c2ccccc2C1=O (centres undefined)	-7	-3
CCOc1ccccc1Nc1cc(C)nc2ccc(OC)cc12	-1	2
O=C(Cn1cc2c(n1)CCCC2)Nc1ccc(F)cc1F	2	3

16 of the compounds above, with two lines to a compound:
Every second line gives: Pf apPOL inh | mHTT CaM bind
> CN(C)/C(=C1/c2cc([N+](=O)[O-])ccc2-c2c1cc([N+](=O)[O-])cc2[N+](=O)[O-])N1CCOCC1
→ -12 | 57*
> O=C(NCc1ccccc1)c1cn(-c2cccc(Cl)c2)nn1
→ -2 | -6
> CC(C)NC(=O)c1ccc(OCC2CCCN2C(=O)Cc2ccccc2F)cc1 (centres undefined)
→ -6 | 2
> O=C1CCCN2N=C(SCC(=O)c3ccc(Cl)cc3)SC2=N1
→ 2 | 6
> CCOC(=O)c1nn(-c2ccccc2)c(=O)cc1NCc1ccccn1
→ -3 | -5
> Cc1cc(Cl)ccc1OCC(=O)Nc1cccc([N+](=O)[O-])c1
→ -19 | 0
> O=C(Nc1ccc(C2(C(=O)N3CCN(c4ccccn4)CC3)CCC2)cc1)C1CC1
→ 5 | 2
> COC(=O)CCCn1cc(CN2CC(N3CCN(C4CCN(C)CC4)CC3)CS2(=O)=O)nn1 (centres undefined)
→ -5 | -5
> O=C(C(Cl)Cl)N1CCN(c2nccc(-c3cccs3)n2)CC1
→ -5 | -13
> CCOc1cc(CN2CCN(C(=O)c3cc(OC)c(OC)c(OC)c3)CC2)ccc1OC
→ 15 | 4
> CS(=O)(=O)N(Cc1ccccc1)Cc1ccccc1N1CCC(C(=O)O)CC1
→ 4 | nt
> Cc1nc(NCCNC(=O)c2snnc2C)cc(-n2cccn2)n1
→ -6 | -2
> O=C(Cc1ccccc1)Nc1cccc(Br)c1
→ 2 | -11
> O=C(CNC(=O)c1c[nH]c2ccccc12)NCCC1=CCCCC1
→ -10 | -2
> O=C(NCCc1ccccc1)c1ccc(Cl)cc1[N+](=O)[O-]
→ -4 | 0
> CC(C)CC(=O)Nc1ccc2c(c1)CC(C(=O)NCc1ccc(F)cc1)CO2 (centres undefined)
→ -3 | -3

Next records:
Molecule	Pf apPOL inh	mHTT CaM bind
Cc1ccc(NS(=O)(=O)c2cc(Br)cc3c2N(C(=O)C2CC2)CC3)cc1	-2	2
O=c1cc(O)nc(-c2ccccc2)[nH]1	-11	nt
COc1ccc(NC(=O)C2CCN(c3nc4ccc(-c5cncnc5)nc4s3)CC2)cc1	-3	12
CCCC(=O)Nc1c2c(nn1-c1cccc(Cl)c1)CS(=O)(=O)C2	0	-4
CCC(C(=O)Nc1nnc(C(C)(C)C)s1)c1ccccc1 (centres undefined)	-4	-4
O=C(O)c1n[nH]c2c1CCC2	-1	-8
CCN(CC)CCC(c1ccc(OC)cc1)c1c(O)cc(OC)cc1OC (centres undefined)	-2	16
CCSC1=N/C(=C2\C=Cc3ccccc3N2CC)C(=O)S1	-25	16
CCC1=Nc2cc(C(=O)NC3CC3)ccc2Sc2ccc(C)cc21	6	8
Cc1ccc(C(=O)N2CC(C(=O)NC(C)C)C(c3cccc(C(F)(F)F)c3)C2)cc1 (centres undefined)	-3	34
CS(=O)(=O)N(Cc1ccccc1Cl)c1ccc(C(=O)NC2CCCCC2)cc1	2	-2
NS(=O)(=O)c1ccc(CNC(=O)c2coc(NC(=O)c3cnccn3)n2)cc1	-4	24
Cc1cc(C)c(NC(=O)C(=O)NCCC(O)C(C)(C)C)c(C)c1 (centres undefined)	-7	-9
CCOc1ccc(-n2cc(-c3cc4ccccc4oc3=O)[nH]c2=O)cc1	2	30
CC(C)(C)c1ccc(-c2cc3ncnc(Nc4cccc(Br)c4)c3s2)cc1	-2	nt
Cc1ccc(-n2nc3c(c2NC(=O)/C=C/c2ccccc2)CSC3)c(C)c1	-9	41
CCN(c1cccc(C)c1)C(C(=O)Nc1ccc(OC)cc1)c1cc2c(cc1[N+](=O)[O-])OCO2 (centres undefined)	-6	24
CC(C)Cn1c(C2CCN(S(=O)(=O)Cc3cccc(Cl)c3)C2)nc2ccncc21 (centres undefined)	-6	4
O=C(NCc1ccccc1Cl)c1ccc(NCC2CCCO2)c([N+](=O)[O-])c1 (centres undefined)	-4	11
Cc1ccccc1Oc1cc(N2CCN(C(=O)C3CC3)C(C)C2)ncn1 (centres undefined)	-1	3
CC(C)C[C@H]1COc2cccc(N3CCC[C@@H]3CO)c2S(=O)(=O)N1	-2	-7
Cc1ccc(C(=O)N2CCC(CC(=O)NC3CC3)CC2)cc1	-5	-1
CCOc1ccc(C(=O)Nc2cccc3nsnc23)cc1	-7	-6

These rows are one share of the data; rates above refer to the full screens.
